CBFb-RUNX1 inh: qHTS Assay for Compounds Blocking the Interaction Between CBF-beta and RUNX1 for the Treatment of Acute Myeloid Leukemia; Potency, µM (highest dose often 59.8 µM), for inactives: at the highest dose activity, negative = inhibition, hits mostly inhibitors; 230,000 tested, under 10 active; AID 1477, 2009; Runt-related transcription factor 1 (Homo sapiens) + Core-binding factor subunit beta …; AlphaScreen CBFb-His/RUNX1-biotin binding, biochemical; note: % of control where 0% means no effect
Target sequence (Q01196 whole entry, looked up): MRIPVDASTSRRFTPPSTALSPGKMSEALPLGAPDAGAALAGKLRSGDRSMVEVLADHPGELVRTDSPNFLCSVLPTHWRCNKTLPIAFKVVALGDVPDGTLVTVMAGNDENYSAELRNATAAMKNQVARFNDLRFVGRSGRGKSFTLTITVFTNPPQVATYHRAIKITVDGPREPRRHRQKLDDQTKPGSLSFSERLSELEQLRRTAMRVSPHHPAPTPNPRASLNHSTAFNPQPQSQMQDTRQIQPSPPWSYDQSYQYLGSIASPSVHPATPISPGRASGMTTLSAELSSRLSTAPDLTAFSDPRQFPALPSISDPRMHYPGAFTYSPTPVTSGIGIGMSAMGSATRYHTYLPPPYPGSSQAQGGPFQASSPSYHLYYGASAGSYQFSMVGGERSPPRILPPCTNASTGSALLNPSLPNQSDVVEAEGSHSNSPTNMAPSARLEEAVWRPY
Target sequence (Q13951 whole entry, looked up): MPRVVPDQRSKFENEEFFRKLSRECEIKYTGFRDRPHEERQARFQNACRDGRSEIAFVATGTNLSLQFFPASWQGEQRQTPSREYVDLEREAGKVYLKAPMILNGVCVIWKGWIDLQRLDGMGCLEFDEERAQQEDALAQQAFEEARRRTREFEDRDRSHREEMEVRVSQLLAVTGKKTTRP
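Bead-based AlphaScreen assay; binding partners His-tagged CBF-beta and biotinylated RUNX1 at 30 nM each. Compound exposure 15 min after a 20-min protein preincubation; bead step 90 min; all steps at room temperature.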
Lamin A splicing: qHTS Assay for Modulators of Lamin A Splicing. HeLa LMNA splicing GFP/RFP minigene ratio, 48 h. Potency, µM (series often up to 46.1 µM), without a hit: at the top dose ratio change, negative = inhibition, most hits filed as inhibitors. actives 0.01% (n = 200,000). AID 1487, 2009; active = well fitted inhibition curve with a large enough effect in the signal ratio, with a control signal flat, not every such curve was filed as active; inconclusive = small, poorly fitted or top-dose-only effect, or effect the other way, or a change in a side signal; the % refers to the signal ratio; note: potency is the fitted concentration of half-maximal effect; % is set by controls: 0 for no effect and ±100 for the full control effect
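S3 HeLa stable clones carrying a lamin A-EGFP splicing minigene plus DsRed2 were seeded at 600 cells/well in Opti-MEM with 2% FBS, pin-dosed and incubated 48 h at 37°C. Acumen cytometry (488 nm) gave the GFP/RFP total-intensity ratio.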
KinaseGlo FLuc: Counterscreen for Luciferase (Kinase-Glo TM) Inhibition; Potency, µM (top dose mostly 38.3 µM), without a hit: at the highest dose activity change, negative = inhibition, hits mostly inhibitors; Luciferin 4-monooxygenase (Photuris pensylvanica), Q27757; Kinase-Glo luciferase, ATP luminescence, 8 min; AID 1379, 2008; actives 0.28% (n = 200,000); note: potency is the fitted concentration of half-maximal effect; % is set by controls: 0 for no effect and ±100 for the full control effect; nearly all actives have a fitted effect of over 60% in size
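Luminescence was the read-out, taken after 8-minute incubation at ambient temperature. Luciferase turned over luciferin with 10 uM ATP in imidazole pH 7.2 buffer containing KCl, MgCl2, Tween 20 and BSA.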
HTT aggregate: qHTS Multiplex Assay to Identify Dual Action Probes in a Cell Model of Huntington: Aggregate Formation (GFP) | Potency, µM (doses to about 46.1 µM), inactives show at the highest dose activity change, negative = inhibition, usual class: inhibitors | actives 1.1% (n = 220,000) | PC12 HttQ103-GFP aggregates, Acumen cytometry, 40 h; note: potency is the fitted concentration of half-maximal effect; % is set by controls: 0 for no effect and ±100 for the full control effect; nearly all actives have a fitted effect of over 60% in size
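Quantitative HTS on tebufenozide-induced (100 nM) PC12 cells stably expressing polyQ103 Huntingtin exon 1–GFP. Reduction of bright GFP aggregates, detected by laser scanning cytometry after lysis, identified actives across the titration.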
Epigenetic derep: Quantitative High-Throughput Screen for Regulators of Epigenetic Control. AID 1865, 2009. Potency, µM (top dose mostly 53.9 µM), inactives show at the top dose GFP activation, actives largely listed as activators. murine LDR cells, GFP reporter derepression, 30 h. actives 0.2% (n = 280,000); note: potency is the fitted concentration of half-maximal effect; % of control where 0% means no effect; nearly all actives have a fitted effect of over 60% in size
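Murine LDR cells carrying a silenced, genomically integrated CMV-driven GFP reporter were exposed to compound for 30 hours at 37 C. After PBS washes, GFP-positive cells (20–120 um objects) were counted by laser-scanning microplate cytometry.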
NPSR antagonist: qHTS Assay for Antagonists of the Neuropeptide S Receptor: cAMP Signal Transduction | CHO-NPSR cells, cAMP TR-FRET, antagonist mode | Potency, µM (top dose mostly 38.3 µM), for inactives: at the top dose activity change, negative = inhibition, actives largely listed as inhibitors | actives 1% (n = 220,000) | AID 1461, 2008; note: potency is the fitted concentration of half-maximal effect; % is set by controls: 0 for no effect and ±100 for the full control effect; nearly all actives have a fitted effect of over 50% in size; many of its hits are not listed in these tables
Target sequence (Q6W5P4 whole entry, looked up): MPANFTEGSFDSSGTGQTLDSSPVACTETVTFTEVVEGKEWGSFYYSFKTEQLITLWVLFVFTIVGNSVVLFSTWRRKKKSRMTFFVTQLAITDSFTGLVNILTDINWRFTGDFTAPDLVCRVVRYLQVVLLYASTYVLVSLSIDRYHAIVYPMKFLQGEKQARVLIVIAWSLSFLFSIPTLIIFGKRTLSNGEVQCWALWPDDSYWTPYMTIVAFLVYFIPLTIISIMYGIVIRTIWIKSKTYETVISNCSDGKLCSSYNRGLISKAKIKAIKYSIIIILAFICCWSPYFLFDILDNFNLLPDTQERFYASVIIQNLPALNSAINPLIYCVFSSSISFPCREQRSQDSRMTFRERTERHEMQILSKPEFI
IMPase Li cell: qHTS Assay for Identifying the Cell-Membrane Permeable IMPase Inhibitors: Potentiation with Lithium. CHO-M1 cells, IP1 TR-FRET (IP-One), carbachol + lithium. Potency, µM (series often up to 59.4 µM), for the others: top-dose activity, negative = IMPase inhibition, most hits filed as inhibitors. actives 0.35% (n = 210,000);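 note: IP1 builds up when IMPase is blocked and the TR-FRET signal falls; potency is the fitted concentration of half-maximal effect; plate controls were basal vehicle for no effect and high inhibitor control for full effect; nearly all actives have a fitted effect of over 50% in size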
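CHO cells stably expressing M1 receptor (2000/well) were cultured 16–30 h, then exposed to compounds with a small lithium addition for 30 min at 37C. IP1 was measured by TR-FRET competition; AC50 from Hill fits.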
* marks the source's active call; other numbers are inactive results; ? = inconclusive; nt = not tested or not shown; [ ] = remark or other dose. Unless noted, calls come from the whole dose curve; as a rule, active = well fitted curve in the direction sought with a large enough effect; inconclusive = small, poorly fitted or top-dose-only effect, or another doubt; inactive = no such curve, though single readings can be large; an effect the other way counts as inactive or inconclusive. An excerpt; count on the stated rates, not on these rows.

SMILES | CBFb-RUNX1 inh | Lamin A splicing | KinaseGlo FLuc | HTT aggregate | Epigenetic derep | NPSR antagonist | IMPase Li cell
CC(C)CC(N)c1cn([C@@H](CCC(=O)O)C(=O)N2CCNCC2)nn1 (some centres not stated) | 10% | nt | nt | 2%[9.22 µM] | 0.7% | -10% | -12%
CCOC(=O)c1nnn(-c2nonc2N)c1CN(C)Cc1ccccc1 | 4% | 2% | 0% | -19% | 0.0% | -24%[46.1 µM] | 15%[38.3 µM]
CCOC(=O)c1c(C)n(C)c2cc(Br)c(C(=O)OC)cc12 | 15% | -3% | 8% | 17% | -0.9% | -8%[46.1 µM] | -15%
Cn1c(Cn2c(=O)sc3ccccc32)nnc1SCC(=O)NCc1ccc(F)cc1 | 1% | -3% | 2% | -2% | -1.0% | -8%[46.1 µM] | 6%
O=c1c(Cc2ccc(F)cc2)c(O)ccn1C1CC1 | 11% | -5% | 0% | -32% | -2.3% | 21%[46.1 µM] | 16%[38.3 µM]
CCCc1nc(NCC2CCCO2)c2nnn(Cc3ccccc3)c2n1 (configuration not stated) | -5% | -15% | 0% | -26% | -0.8% | -5%[46.1 µM] | 8%
Cc1nc(=O)c(-c2ccccc2)c(C)n1-c1ccc(O)cc1 | 9% | 10% | -3% | 12% | -1.0% | 3%[46.1 µM] | 22%[38.3 µM]
COc1ccccc1N1CCN(C(=O)c2ccc3nc(-c4ccco4)c(-c4ccco4)nc3c2)CC1 | ? | ? | 1% | -30% | 0.0% | -22% | 20%
CCOc1ccc(CN2CCNC(=O)C2CC(=O)OC)cc1 (configuration not stated) | -4% | 1% | -1% | 1% | 1.5% | 14%[46.1 µM] | -6%[38.3 µM]
O=C(O)c1cccc(N/C(=N\S(=O)(=O)c2ccccc2)c2ccccc2)c1 | 10% | nt | -1% | 10% | -1.4% | 7% | -2%
CCCNC(=O)c1sc2c(c1C(=O)Nc1ccccn1)CCCC2 | 5% | -18%[46 µM] | 0% | 8% | 0.9% | -38% | 13%
COc1cccc(/C=N/N2CCOCC2)c1O | -1% | -8% | nt | 11% | -0.9% | -22%[46.1 µM] | nt
Cc1cccc(NC(=O)CCN2C(=O)C3C4C=CC(C4)C3C2=O)n1 (configuration not stated) | 13% | -9% | 0% | -12% | 0.0% | 1%[46.1 µM] | 6%
O=C(N/N=C/C1CC=CCC1)c1ccccc1O (configuration not stated) | 6% | 9% | -10% | 0% | 1.6% | 13%[46.1 µM] | 6%[38.3 µM]
Cc1ccc(C2N(c3ccc(Cl)cc3)C(=O)N3CCCN23)cc1 (configuration not stated) | 25% | -8%[46 µM] | nt | 8%[9.22 µM] | 3.3% | 26% | nt
CC(=O)c1sc(NC(=O)C=C(C)C)nc1C | 0% | 7% | -25% | -5% | -1.7% | 14%[46.1 µM] | 2%[38.3 µM]
CCCc1nc(SCC(=O)Nc2cc(C)on2)c2ccccc2n1 | 1% | ? | 1% | 29% | -0.5% | 30%[46.1 µM] | ?
Cc1ccc(-c2csc3nc(C)n(N)c(=O)c23)cc1 | 8% | -12%[46 µM] | 2% | 1% | -3.5% | -6% | 4%
O=C(CN1C(=O)CCS(=O)(=O)c2ccccc21)NCc1ccc2c(c1)OCO2 | 0% | 3% | 2% | 4% | -0.3% | -2%[46.1 µM] | -3%[38.3 µM]
Cc1ccccc1OCC(=O)N/N=C/c1ccc([N+](=O)[O-])o1 | -8% | -16% | 3% | ? | -1.0% | -2% | 0%
Cc1ccc(OCC(=O)n2cnnc2N)c(C)c1 | 14% | 2% | -1% | -10% | -1.0% | -22%[46.1 µM] | 16%[38.3 µM]
C/C=C(\C)C(=O)N1CC2(CC(c3cccc(NC(=O)CC(c4ccccc4)c4ccccc4)c3)=NO2)C[C@H]1C(N)=O (some centres not stated) | -19% | nt | nt | -33%[9.22 µM] | 6.0% | -7% | nt
Cc1cc(=O)[nH]c(SCC(=O)NN(c2ccccc2)c2ccccc2)n1 | -3% | nt | nt | -2%[9.22 µM] | 0.0% | 4% | nt
Cc1nonc1NC(=O)CSc1nnc(-c2ccoc2C)n1-c1cccc(Cl)c1 | -4% | -8% | -2% | 7% | 0.0% | -11%[46.1 µM] | 19%
Nc1cc(C2CCCC2)nn1-c1ccccc1 | -7% | ? | 13µM* | -11% | -0.1% | 8%[46.1 µM] | -15%[38.3 µM]
CCN(CC)S(=O)(=O)c1ccc(NS(=O)(=O)c2ccc(OC)c([N+](=O)[O-])c2)cc1 | -2% | 0% | 2% | 6% | -1.8% | 0% | 2%
O=C(c1ccccc1Cl)N1CCN(c2ccccn2)CC1 | -3% | -2% | 3% | -27% | -1.1% | -10%[46.1 µM] | 19%[38.3 µM]
CCOC(=O)C1(Cc2ccc(OC)cc2)CCN(C(=O)CCn2ccc(C)n2)CC1 | 4% | nt | nt | 1%[9.22 µM] | -0.1% | 7% | 4%
CSc1ccccc1C(=O)NC1CCCCCC1 | 1% | 9% | -3% | 3% | -0.1% | -4%[46.1 µM] | 34%[38.3 µM]
Cc1cc(NC(=O)CCC(=O)NNC(=O)c2ccc(C(C)(C)C)cc2)no1 | 1% | -2% | -10% | -5% | 0.0% | 11% | 5%
Cc1ccc(C)c2c1cc(C)c1nnc(SCC(=O)N3CCCc4ccccc43)n12 | -6% | 1% | 0% | 2% | 0.0% | -24%[46.1 µM] | 7%
Cc1ccc(NC(=O)C2CCN(C(=O)NC3CCCCC3)CC2)cc1 | -3% | -7% | 3% | 0% | -0.1% | 3%[46.1 µM] | -7%
Cc1ccc(SCCNC(=S)Nc2ccc(C)cc2C)cc1 | 0% | ? | -1% | ? | 0.0% | -21% | 10%
C/C(CC1CC(COCC(C)C)OC1=O)=N\NC(N)=S (configuration not stated) | 1% | -3% | 2% | 23% | 0.0% | 2% | 1%
COc1ccc(S(=O)(=O)N2CCC(C(=O)N3CCC(C(N)=O)CC3)CC2)cc1Cl | 6% | ? | 0% | -7%[9.22 µM] | 3.9% | -7% | 4%
CCC(Oc1ccccc1)C(=O)N1CCC(C(N)=O)CC1 (configuration not stated) | 0% | 2% | 1% | 5% | 0.9% | 1%[46.1 µM] | 7%[38.3 µM]
CC(C)C(NC(=O)CC12CC3CC(CC(C3)C1)C2)C(=O)O (configuration not stated) | 6% | -2% | -4% | 3% | 1.1% | ? | -7%[38.3 µM]
CC1CCN(c2nnc(-c3ccccc3)c3ccccc23)CC1 | 6% | -16%[46 µM] | -2% | ? | -1.4% | ? | 14%
Cc1nc2c(Cl)cc(Cl)cc2[nH]1 | 5% | 3% | 8% | ? | 0.0% | 4%[46.1 µM] | -6%[38.3 µM]
CCC(C)NCC(O)COCc1ccc(Cl)cc1 (configuration not stated) | 4% | -4% | 1% | ? | 0.0% | -1%[46.1 µM] | 17%[38.3 µM]

Quoted at random: 4 records from the list.
SMILES | CBFb-RUNX1 inh | Lamin A splicing | KinaseGlo FLuc | HTT aggregate | Epigenetic derep | NPSR antagonist | IMPase Li cell
CCN(CC)S(=O)(=O)c1ccc(NS(=O)(=O)c2ccc(OC)c([N+](=O)[O-])c2)cc1 | -2% | 0% | 2% | 6% | -1.8% | 0% | 2%
Cc1cc(=O)[nH]c(SCC(=O)NN(c2ccccc2)c2ccccc2)n1 | -3% | nt | nt | -2%[9.22 µM] | 0.0% | 4% | nt
Cc1ccc(C)c2c1cc(C)c1nnc(SCC(=O)N3CCCc4ccccc43)n12 | -6% | 1% | 0% | 2% | 0.0% | -24%[46.1 µM] | 7%
CC(C)C(NC(=O)CC12CC3CC(CC(C3)C1)C2)C(=O)O (configuration not stated) | 6% | -2% | -4% | 3% | 1.1% | ? | -7%[38.3 µM]

(listing goes on)
SMILES | CBFb-RUNX1 inh | Lamin A splicing | KinaseGlo FLuc | HTT aggregate | Epigenetic derep | NPSR antagonist | IMPase Li cell
CCOC(=O)N1CCC(NC(=O)C2CCC(CNS(=O)(=O)c3ccc(OC)cc3)CC2)CC1 (configuration not stated) | -1% | ? | -2% | 13% | -2.0% | 10%[46.1 µM] | -12%[38.3 µM]
O=C1C(=O)c2ccccc2C(O)=C1c1cccc([N+](=O)[O-])c1 | -9% | nt | nt | -8%[9.22 µM] | 1.6% | ? | nt
CC#CC(=O)N1CCC(CO)(CCc2ccccc2)CC1 | 8% | nt | -4% | 1%[9.22 µM] | -1.0% | 11% | 3%
O=c1sc2ccccc2n1CCCOc1ccccc1 | 16% | 2% | -5% | 0% | -0.1% | -8%[46.1 µM] | -9%[38.3 µM]
COc1ccc(-c2cc3nc(C)cc(N)n3n2)cc1 | 1% | 14% | 7.9µM* | 6% | -1.1% | -14%[46.1 µM] | -4%[38.3 µM]
CCC(CC)NC(=O)CCc1nc2ccccc2c(=O)[nH]1 | 4% | -3% | -3% | -6% | 0.4% | -5%[46.1 µM] | 15%[38.3 µM]
OCC1OC(O)C(O)C(O)C1O (configuration not stated) | 19% | ? | -1%[39.9 µM] | 6% | -3.1% | nt | 9%
C/C(N)=C(/C#N)C(=O)COC(=O)CCSc1ccccc1Cl | -2% | 5% | -1% | -10% | 0.7% | -5%[46.1 µM] | 13%[38.3 µM]
c1cncc(-c2cccnc2)c1 | 3% | 9% | -4% | -4% | -0.9% | -2%[46.1 µM] | 14µM*
O=P(Cc1cc[n+]([O-])cc1)(c1ccccc1)c1ccccc1 | -3% | 8% | -5% | 2% | -0.9% | 1%[46.1 µM] | -10%[38.3 µM]
CCOC(=O)c1ccc(N2C(=O)CC(NC3CCN(C(=O)c4cccc(Cl)c4)CC3)C2=O)cc1 (configuration not stated) | 5% | -14% | -4% | 11% | 0.0% | -22%[46.1 µM] | 19%[38.3 µM]
O=C(NCCOc1ccccc1Cl)C(=O)c1c[nH]c2ccccc12 | -9% | -3%[9.22 µM] | 1% | 9% | 1.7% | -21% | 1%
Oc1[nH]c2ccccc2c1OCc1ccncc1 | 2% | 8% | 1% | -13% | -0.7% | -15%[46.1 µM] | -6%[38.3 µM]
O=C(O)c1ccc2ncc(NC(=O)c3ccc(F)cc3)c(=O)n2c1 | -4% | nt | nt | -6%[9.22 µM] | -0.4% | -7% | nt
COCc1cc(C)n(CC(=O)Nc2ccccc2C(=O)OC)c(=O)c1C#N | -2% | 6% | 1% | 6% | 4.1% | 2%[46.1 µM] | -11%[38.3 µM]

Compound activity from PubChem.
